Source: PubChem (several laboratories)
KLF5 inhibitor – inhibitors of KLF5 expression | DLD-1 KLF5 promoter-luciferase reporter, luminescence | inhibition, % at 5 µM | 290,000 tested, 0.23% active;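 active means inhibition above a per-plate limit of that plate's mean compound inhibition plus 3 SD, cut at about 60% in these data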;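 further: 0% = DMSO wells and 100% = LY294002 at 200 µM; higher means less KLF5 promoter-driven luciferase light; inactives centre near -14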
SKKanGAS inh – SKKanGAS growth inhibition. S. pyogenes SKKanGAS, kanamycin growth, BacTiter-Glo, 6 h. inhibition, % at 7.5 µM. 300,000 tested, 1.3% active;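 active means mean replicate score, as percent of positive control median, at least 50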;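 further: strain carries kanamycin resistance gene driven by streptokinase promoter and grows in 40 µg/ml kanamycin; loss of luminescence reflects streptokinase promoter inhibition or plain growth inhibition; 0% = median of DMSO wells and 100% = positive control at its reference dose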
IEC-6 tox – counter-screen for KLF5 inhibitors: cytotoxicity in IEC-6 cells | IEC-6 cytotoxicity, luminescence viability | inhibition, % at 5 µM | 290,000 tested, 0.78% active; in the data active means inhibition above about 22%;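 further: 0% = plate median of test compound wells and 100% = cytotoxic reference compound wells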
TRPC6 activator – activators of mouse TRPC6 channel | Q61143 | HEK293-TRPC6 membrane potential dye fluorescence; active compounds read high | B-score at 10 µM | 310,000 tested, 0.13% active | AID 2550;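 active means B-score of the integrated fluorescence ratio above library mean plus 3 SD, and starting fluorescence ratio within library mean plus 5 SD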;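 further: higher score means more depolarization so channel activation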
TRPC4 block – inhibitors of mouse TRPC4 channel; HEK293 TRPC4beta/mu-opioid, DAMGO-evoked Fluo4 calcium flux; active compounds read low; B-score at 10 µM; 300,000 tested, 0.39% active;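 active means B-score over 3 SD under the library average, no early fluorescence shift, positive overall ratio signal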
Target sequence (Q9QUQ5 whole entry, looked up): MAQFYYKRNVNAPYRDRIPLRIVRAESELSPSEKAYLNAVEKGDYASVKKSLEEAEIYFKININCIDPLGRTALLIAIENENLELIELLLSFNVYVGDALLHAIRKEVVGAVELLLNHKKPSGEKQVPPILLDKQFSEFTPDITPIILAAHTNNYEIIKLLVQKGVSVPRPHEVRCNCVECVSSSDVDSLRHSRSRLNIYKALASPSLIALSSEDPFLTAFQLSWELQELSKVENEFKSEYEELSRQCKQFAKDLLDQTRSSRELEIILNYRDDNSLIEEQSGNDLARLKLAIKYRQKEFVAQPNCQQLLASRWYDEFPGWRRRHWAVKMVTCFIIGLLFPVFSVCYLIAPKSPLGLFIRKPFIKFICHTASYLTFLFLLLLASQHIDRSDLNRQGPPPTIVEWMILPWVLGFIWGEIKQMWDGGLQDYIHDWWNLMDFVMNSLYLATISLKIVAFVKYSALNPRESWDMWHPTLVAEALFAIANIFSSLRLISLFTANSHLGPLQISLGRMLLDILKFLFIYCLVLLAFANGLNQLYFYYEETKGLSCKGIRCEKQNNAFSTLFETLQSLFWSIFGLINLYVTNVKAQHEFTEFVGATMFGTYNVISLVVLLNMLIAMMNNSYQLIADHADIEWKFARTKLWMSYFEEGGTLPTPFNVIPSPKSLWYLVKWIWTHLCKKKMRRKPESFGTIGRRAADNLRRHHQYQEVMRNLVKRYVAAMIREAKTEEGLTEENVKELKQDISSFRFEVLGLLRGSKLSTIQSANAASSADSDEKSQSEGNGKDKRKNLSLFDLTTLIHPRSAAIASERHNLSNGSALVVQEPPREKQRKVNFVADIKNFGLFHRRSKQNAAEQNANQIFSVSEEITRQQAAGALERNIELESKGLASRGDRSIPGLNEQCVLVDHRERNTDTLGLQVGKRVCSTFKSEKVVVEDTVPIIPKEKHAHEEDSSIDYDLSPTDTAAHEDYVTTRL
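Signal: kinetic Fluo4 fluorescence imaging of calcium influx. Material: stable TRPC4beta/mu-opioid receptor HEK293 cells. Probe or stimulus: DAMGO in two steps, submaximal then maximal.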
TRPC4 act – TRPC4 (mouse) channel activation | Q9QUQ5 | AID 2237 | B-score at 10 µM | 310,000 tested, 0.49% active | HEK293 TRPC4beta/mu-opioid, Fluo4 calcium fluorescence; active compounds read high;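 active means B-score above 5 SD of library B-scores, and initial fluorescence ratio not above library mean plus 5 SD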;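 further: positive B-score marks a calcium rise read as TRPC4 activation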
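Assay system: HEK293 stable line with TRPC4beta plus mu-opioid receptor; schedule: 45 min room-temperature Fluo4 loading, 110 s read; technique: kinetic Fluo4 calcium fluorescence; evaluation: integrated baseline-normalised fluorescence ratio, converted to per-well B score; controls: buffer (low) and maximal DAMGO (high)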
MrgX1 antagonist – antagonists of human MrgX1 receptor. Q96LB2. MRGX1-HEK293 calcium flux, Fluo-4, BAM8-22 antagonism; active compounds read low. 310,000 tested, 1.3% active. B-score at 10 µM;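 active means calcium-response B-score plate-corrected more than 3 library SD below zero, starting fluorescence within 5 deviations, no agonist response on first addition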;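 further: peak minus trough fluorescence over baseline after final BAM8-22 challenge near maximal dose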
TRPC6 inhibitor – inhibitors of mouse TRPC6 channel; Q61143; HEK293-TRPC6, membrane potential dye, ACh-evoked depolarization; active compounds read low; B-score at 10 µM; 310,000 tested, 1.1% active; AID 2553;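 active means B-score under library mean minus 3 SD, initial fluorescence not abnormally high, positive integrated signal ratio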;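 further: B-score derived from integrated fluorescence ratio over the kinetic read; more negative B-score means stronger inhibition of depolarization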
aSyn UTR inh – MLPCN primary screen, SNCA 5' untranslated region. alpha-synuclein 5'UTR reporter, inhibitor activity. inhibition, % (tested at 7.5 µM). 300,000 tested, 0.82% active; in the data active means inhibition above about 60%;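 further: H4 neuroglioblastoma cells stably carrying SNCA 5'UTR luciferase fusion; 0% = DMSO wells and 100% = positive control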
HIF act – HIF pathway transcriptional activation. U2OS HRE-luciferase reporter, luminescence; normalized: DMSO 0%, desferrioxamine 100%. activation, % at 7.5 µM (by protocol). 300,000 tested, 0.32% active;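 active means mean activation of at least 10% of the iron chelator positive control signal, with at least half of replicates also reaching 10%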
TRPC4 potent – allosteric potentiators of mouse TRPC4 channel; Q9QUQ5; HEK293 TRPC4beta/mu-opioid, DAMGO EC20, Fluo-4 Ca2+ flux; active compounds read high; B-score at 10 µM; 310,000 tested, 0.42% active; AID 2227;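 active means B-score of calcium response area above 5 SD of library B-scores, with initial fluorescence ratio within 5 SD of library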;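 further: B-score of integrated fluorescence ratio over time as area under calcium response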
Numbers without * were called inactive; i = inactive; . = not tested or not shown. Not all compounds are listed. The share of hits here may be higher or lower than overall.

[1] O=C(O)CCC(=O)c1ccc(-c2ccccc2)cc1
[2] C/C=C(/C)C(=O)OC(C)(C)[C@@H]1Cc2c(ccc3ccc(=O)oc23)O1
[3] NC1CCN(c2nc3c(cc2F)c(=O)c(C(=O)O)cn3-c2ccc(F)cc2F)C1 (centres undefined)
[4] CCOC(=O)[C@H](CCc1ccccc1)N[C@@H](C)C(=O)N1Cc2ccccc2C[C@H]1C(=O)O
[5] CC(C)=CCOc1c2ccoc2cc2oc(=O)ccc12
[6] CC(=O)Nc1ccc(CC(=O)O)cc1
[7] Cc1nc(Oc2ccccc2)c2ccsc2n1
[8] Nc1nc(O)c(N=Nc2ccc(S(N)(=O)=O)cc2)c(=O)[nH]1

| entry no. | 1 | 2 | 3 | 4 | 5 | 6 | 7 | 8 |
| --- | --- | --- | --- | --- | --- | --- | --- | --- |
| aSyn UTR inh | -1 | 26 | 24 | 16 | 3 | -18 | 24 | 0 |
| KLF5 inhibitor | -19 | -17 | . | . | -6 | -18 | -17 | 7 |
| TRPC4 block | i | i | i | i | i | i | i | i |
| TRPC6 inhibitor | i | i | i | i | i | i | i | i |
| TRPC6 activator | i | i | i | i | i | i | i | i |
| SKKanGAS inh | -5 | 3 | 103* | -2 | -4 | 0 | 0 | 11 |
| MrgX1 antagonist | i | i | i | i | -5.7* | i | i | i |
| TRPC4 act | i | i | i | i | i | i | i | i |
| HIF act | 0.4 | -4.8 | 0.0 | -0.4 | -0.4 | -0.2 | -0.5 | -1.0 |
| IEC-6 tox | -4 | -1 | . | . | -2 | 0 | -3 | -4 |
| TRPC4 potent | i | i | i | i | i | i | i | i |

Some entries already given, reduced to TRPC4 potent and TRPC6 activator:
entry	mol	TRPC4 potent	TRPC6 activator
1	O=C(O)CCC(=O)c1ccc(-c2ccccc2)cc1	i	i
8	Nc1nc(O)c(N=Nc2ccc(S(N)(=O)=O)cc2)c(=O)[nH]1	i	i
6	CC(=O)Nc1ccc(CC(=O)O)cc1	i	i
3	NC1CCN(c2nc3c(cc2F)c(=O)c(C(=O)O)cn3-c2ccc(F)cc2F)C1 (centres undefined)	i	i
7	Cc1nc(Oc2ccccc2)c2ccsc2n1	i	i
2	C/C=C(/C)C(=O)OC(C)(C)[C@@H]1Cc2c(ccc3ccc(=O)oc23)O1	i	i

More compounds
[9] Cc1cccc2c1NC(=O)C2(c1ccc(O)cc1)c1ccc(O)cc1
[10] O=C(O)c1cccnc1Nc1cccc(C(F)(F)F)c1
[11] N#Cc1ccc(C(c2ccc(C#N)cc2)n2cncn2)cc1
[12] CCCCCC(=O)O[C@]1(C(C)=O)CC[C@H]2[C@@H]3CCC4=CC(=O)CC[C@]4(C)[C@H]3CC[C@@]21C
[13] CCCc1nc(C(C)(C)O)c(C(=O)O)n1Cc1ccc(-c2ccccc2-c2nn[nH]n2)cc1
[14] CCc1ccc(CCOc2ccc(CC3SC(=O)NC3=O)cc2)nc1 (centres undefined)
[15] COc1ccc(-c2cc(=O)c3c(O)cc(O[C@@H]4O[C@H](CO[C@@H]5O[C@@H](C)[C@H](O)[C@@H](O)[C@H]5O)[C@@H](O)[C@H](O)[C@H]4O)cc3o2)cc1O
[16] Oc1ccc(C2CNCCc3c2cc(O)c(O)c3Cl)cc1 (centres undefined)

| entry no. | 9 | 10 | 11 | 12 | 13 | 14 | 15 | 16 |
| --- | --- | --- | --- | --- | --- | --- | --- | --- |
| aSyn UTR inh | -10 | 7 | 19 | -35 | 6 | 28 | 8 | -6 |
| KLF5 inhibitor | 22 | -17 | -3 | 5 | -1 | . | -17 | . |
| TRPC4 block | i | i | i | i | i | i | i | i |
| TRPC6 inhibitor | i | i | i | i | i | i | i | i |
| TRPC6 activator | i | i | i | i | i | i | i | i |
| SKKanGAS inh | 1 | 5 | -3 | 9 | 4 | 3 | -2 | 3 |
| MrgX1 antagonist | i | i | . | i | i | i | i | i |
| TRPC4 act | i | i | i | i | i | i | i | i |
| HIF act | 5.7 | 0.3 | 0.0 | -0.3 | -0.2 | -0.1 | 0.4 | -0.1 |
| IEC-6 tox | 2 | 0 | -8 | -2 | -5 | . | -2 | . |
| TRPC4 potent | i | i | i | i | i | i | i | i |

The last two entries of the section above open the next one.
[15] COc1ccc(-c2cc(=O)c3c(O)cc(O[C@@H]4O[C@H](CO[C@@H]5O[C@@H](C)[C@H](O)[C@@H](O)[C@H]5O)[C@@H](O)[C@H](O)[C@H]4O)cc3o2)cc1O
[16] Oc1ccc(C2CNCCc3c2cc(O)c(O)c3Cl)cc1 (centres undefined)
[17] Cc1cncn1CCc1nc2c3ccccc3nc(SCC(=O)Nc3cccc(Cl)c3)n2n1
[18] NC(N)=O
[19] COc1ccc(C[C@H]2COC(=O)[C@@H]2Cc2ccc(OC3OC(CO)C(O)C(O)C3O)c(OC)c2)cc1OC (some centres undefined)
[20] COc1ccc(-c2cc(=O)c3c(O)cc(OC4OC(COC5OC(C)C(O)C(O)C5O)C(O)C(O)C4O)cc3o2)cc1O (centres undefined)

| entry no. | 15 | 16 | 17 | 18 | 19 | 20 |
| --- | --- | --- | --- | --- | --- | --- |
| aSyn UTR inh | 8 | -6 | 22 | 3 | -1 | -7 |
| KLF5 inhibitor | -17 | . | -1 | . | -11 | . |
| TRPC4 block | i | i | i | i | i | i |
| TRPC6 inhibitor | i | i | i | i | i | i |
| TRPC6 activator | i | i | i | i | i | i |
| SKKanGAS inh | -2 | 3 | 4 | 0 | 0 | 2 |
| MrgX1 antagonist | i | i | i | i | i | i |
| TRPC4 act | i | i | i | i | i | i |
| HIF act | 0.4 | -0.1 | 0.3 | 0.0 | 0.3 | 0.0 |
| IEC-6 tox | -2 | . | -4 | . | 2 | . |
| TRPC4 potent | i | i | i | i | i | i |
